HTR5A inv ag: HTR5A inverse agonists in luminescence cell assay, primary screen, counter-screen for OPRM1-OPRD1 heterodimer inverse agonist project, full-deck HTS; HTR5A cell line, inverse agonism; inhibition, % at 9.3 µM; 340,000 compounds, 0.083% hits; in the data active = inhibition mostly above about 23%, no sharp cut-off; inactive = mostly below about 18%;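 also: 0% = cells with DMSO and 100% = no-cell wells with DMSO; some compounds called inactive have numbers as strong as hits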
CDK5 p35 inh: inhibitors of human CDK5/p35 kinase, primary screen, biochemical, single concentration; Cyclin-dependent kinase 5 (Homo sapiens) + Cyclin-dependent kinase 5 activator 1 (Homo …; Recombinant CDK5/p35, ADP-Glo luminescence, 60 min; inhibition, % at 10 µM; 330,000 compounds, 0.01% hits; AID 488839, 2010;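 active = highest replicate inhibition of at least 50% and at least 75% of replicates reaching 50%; inconclusive = only one of the two criteria met; inactive = both criteria failed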;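 also: plate controls were DMSO neutral control for no effect and GW8510 at 10 µM for full effect; many of its hits are not listed in these tables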
HTR5A ag: HTR5A agonists in luminescence cell assay, primary screen, counter-screen for OPRM1-OPRD1 heterodimer agonist project, full-deck HTS; activation, % at 9.3 µM; 5-hydroxytryptamine receptor 5A (Homo sapiens), P47898; 340,000 compounds, 0.61% hits; AID 504692, 2011; cell-based; in the data active = activation mostly above about 9.5%, no sharp cut-off; inactive = mostly below about 7.6%;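 also: 0% = cells with vehicle only and 100% = reference agonist; strong numbers were not always called active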
Wnt act: Wnt/beta-catenin pathway activators, primary screen, cell-based, plate reader, single point; AID 743398, 2014; Wnt/beta-catenin reporter cell assay, activator; 300,000 compounds, 1.2% hits; activation, % at 9.35 µM; in the data active = activation above about 30%, passing the limit was not always enough; inconclusive = no clear call, values can overlap the other calls;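 also: 0% = neutral control wells and 100% = positive control wells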
MITF act: activators of MITF-driven TRPM1 promoter reporter, primary screen, cell-based, SK-MEL-5, luciferase, single point. activation, % at 12.5 µM. SK-MEL-5 TRPM1-promoter luciferase, 24 h; % of positive control, neutral wells = 0. 300,000 compounds, 0.75% hits. AID 588334, 2011;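 active = mean activation of at least 80% with every replicate also reaching 80%; inconclusive = mean reaches 80% but some replicate falls short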;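 also: 0% = neutral control wells and 100% = parthenolide positive control wells; values of inactives mirror those of a sister screen read the other way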
SR-BI DiI inh: inhibitors of SR-BI mediated HDL lipid uptake, primary screen, ldlA[mSR-BI] cells, fluorescence, single point. Scavenger receptor class B member 1 (Mus musculus), Q61009. 320,000 compounds, 0.96% hits. ldlA[mSR-BI] CHO cells, DiI-HDL uptake fluorescence, 3 h. inhibition, % at 12.5 µM;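 active = mean replicate inhibition of at least 70% and a set share of replicates each scoring 70 or more; inconclusive = meets just one of the two criteria; inactive = fails both criteria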;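 also: 0% = median of neutral control wells and 100% = median of positive control wells; values of inactives mirror those of a sister screen read the other way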
V-ATPase pHluor: regulators of yeast V-ATPase proton pumping, primary screen, pHLuorin cytosolic pH fluorescence; S. cerevisiae; response, % at 10 µM; 350,000 compounds, 0.37% hits; AID 504577, 2011; in the data active = response mostly above about 7.3%, no sharp cut-off; inactive = mostly below about 5.4%; also: actives read high; inactives centre near 0; some compounds called inactive have numbers as strong as hits; reference of the scale not given here
NSD2 HMT inh: NSD2 histone methyltransferase inhibitors, primary screen, biochemical, AlphaScreen, single concentration, set 2; Histone-lysine N-methyltransferase NSD2 (Homo sapiens), O96028; NSD2 peptide methylation, 120 min; inhibition, % at 12.5 µM; 310,000 compounds, 0.54% hits; AID 743445, 2014; in the data active = inhibition above about 50%
dFosB act: activators of delta FosB homodimer, primary screen, biochemical, fluorescence polarization, TAMRA-CDK5 oligo, single point; Protein FosB (Mus musculus), P13346; purified delta FosB; percent of positive-control signal above neutral wells; activation, % at 25 µM; 340,000 compounds, 0.99% hits; AID 493131, 2011;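 active = mean activation above about 17%, with every replicate also reaching it, limit read from the data, passing the limit was not always enough; inconclusive = only one of the two conditions met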;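 also: fluorescence polarization rise as delta FosB binds a TAMRA Cdk5 AP-1 oligo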
PvdQ inh: P. aeruginosa PvdQ acylase inhibitors, primary screen, biochemical, fluorescence, plate reader and imaging, single point | PvdQ acylase [Pseudomonas aeruginosa LESB58] | purified PvdQ acylase | inhibition, % at 10 µM | 340,000 compounds, 0.063% hits; in the data active = inhibition above about 30%, passing the limit was not always enough; inconclusive = no clear call, values can overlap the other calls;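 also: 0% = vehicle neutral wells and 100% = reference inhibitor wells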
* = called active by the depositor; ? = inconclusive; · = not tested or not shown; & = joins results of further samples.

SMILES	HTR5A inv ag	CDK5 p35 inh	HTR5A ag	Wnt act	MITF act	SR-BI DiI inh	V-ATPase pHluor	NSD2 HMT inh	dFosB act	PvdQ inh
COc1ccc(CCNC(=O)C23CN(Cc4ccccc4)CC2C(c2ccc([N+](=O)[O-])cc2)=NO3)cc1 (centres undefined)	-13	-2.0	1	-3	14	7	-2	·	-8	-13
O=C(Cn1ccc(NC(=O)OCc2ccccc2)nc1=O)NCc1ccc2c(c1)OCO2	-32	-0.9	12	-3	15	-13	0	·	-3	-3
CC(=O)Nc1ccc(S(=O)(=O)NC2CC(=O)N(c3cccc(F)c3)C2)cc1 (centres undefined)	16	0.8	5	1	-6	-6	-2	0	-5	-15
CCn1c(=O)c([N+](=O)[O-])c(NCc2ccc3c(c2)OCO3)c2ccccc21	-4	1.4	0	6	·	61	1	16	0	-10
CC(C(=O)Nc1ccccc1)N(C)Cc1cccs1 (centres undefined)	-7	0.4	-2	0	3	·	2	-1	-1	-3
COc1cc(C(=O)N2CCN(c3ccccn3)CC2)cc(OC)c1OC	13	89*	-3	4	·	6	1	4	6	7
CCOC(=O)CCP(=O)(O)C(O)c1ccc(OC)cc1 (centres undefined)	2	-0.5	-2	·	5	·	-5	0	2	-8
CC(=O)Nc1ccc(S(=O)(=O)N(C)CC(=O)OCC(=O)N(C)c2ccccc2)cc1	-16	-1.1	4	-3	3	-34	-1	-2	4	-18
CCOC(=O)/C(C#N)=C/Nc1cc(C(=O)OCC)cc2c(OC)c(OC)ccc12	12	-0.6	-3	-2	-13	52	-39	-2	4	-12
Cc1ccc(C)c(-n2[nH]c3c4c(ccc3c2=O)C(=O)c2ccccc2C4=O)c1	-10	0.3	3	-1	-43	7	1	19	-1	8
Cc1cc(-n2c(C)c3c(C)nnc(C)c3c2C)ccc1N	·	0.3	·	0	·	1	-3	3	-6	-6
O=C(N/C(=C\c1cccc([N+](=O)[O-])c1)C(=O)N1CCOCC1)c1ccco1	-13	-0.3	-6	-1	9	-13	4	-1	6	-12
O=C(c1cccs1)N1CCCC(c2ccccc2)C1 (centres undefined)	5	-1.1	2	0	15	-11	1	-3	-9	-6
Cc1nnc(SCC(=O)N2CCN(C(=O)c3ccco3)CC2)n1-c1ccccc1	12	1.0	2	0	-5	-19	-3	-1	-4	-7
Cc1cccc(NC(=O)c2cccc(S(=O)(=O)N(C)c3ccccc3)c2)n1	11	2.3	-5	5	14	15	0	-1	-9	-16
Nc1nc(NCc2ccco2)nc(Nc2ccccc2)c1[N+](=O)[O-]	3	-0.9	7	0	·	-9	3	3	0	9
COC(=O)c1c(C)[nH]c(C(=O)COC(=O)Cn2cc(C(F)(F)F)ccc2=O)c1C	-11	-0.2	5	-2	-17	4	-6	1	-10	12
O=C(COC(=O)c1cc(S(=O)(=O)N2CCOCC2)c(Cl)cc1Cl)c1ccc[nH]1	-11	0.5	5	-8	-4	18	-1	0	-7	-7
COc1ccc(CCNC(=O)c2cc3c(=O)n4ccccc4nc3n(C3CCCCC3)c2=N)cc1OC	4	1.5	-1	-2	-9	20	-4	0	1	-13
CN1CCN(NC(=O)Nc2ccc(Br)cc2Cl)CC1	9	0.3	4	5	17	6	3	24	-3	-17
Cc1ccc(S(=O)(=O)N2CCCCC2)cc1NC(=O)COC(=O)c1cc[n+]([O-])cc1	18	-1.5	-4	-3	-1	-4	3	1	-11	-8
O=C(NCCN1CCN(C(=O)c2cccs2)CC1)c1cccs1	5	-0.6	-2	0	-7	7	-1	-1	2	-16
O=C(CSc1n[nH]c(-c2ccco2)n1)Nc1ccc(Br)cc1	16	-4.3	-4	-1	-10	-9	-2	4	-9	-15
O=C1N[C@@H](Cc2c[nH]c3ccccc23)COC(=O)[C@H](Cc2ccc(F)cc2)C/C=C\C[C@@H]1CC(=O)N(CCO)Cc1ccccc1	-18	-2.2	0	1	-21	31	1	·	-6	-9
O=C(/C=C/c1c(F)cccc1Cl)c1ccc(O)cc1	-12	1.1	-1	12	2	·	-56	6	-8	3
N#Cc1ccc(-c2ccco2)nc1SCc1ccccc1	-11	2.5	-2	-1	·	23	1	55*	-8	-10
CCCCCn1nc(C(=O)N2CCc3ccccc32)c2ccccc2c1=O	3	-1.0	-1	-2	-8	18	-5	-5	-18	-4
O=C(NC(=S)N(Cc1ccccc1)c1ccccn1)C1CC1	-2	-1.6	1	6	40	-46	3	-1	0	2
Cc1nn(-c2ccccc2)c(C)c1/C=N/Nc1nc2ccccc2[nH]1	1	2.5	0	173*	25	57	2	0	27*	1
C[C@H](NC(=O)c1nc[nH]c1C(=O)N1CCN(C(=O)OC(C)(C)C)CC1)C(=O)OCc1ccccc1	4	-0.1	-4	-5	2	-14	0	·	-8	-18
CC(C)(C)OC(=O)N1CCC(C(=O)N2CCCCCC2)CC1	7	-0.9	-2	·	6	-8	-2	2	13	-11
CCCNc1c(NC(=O)C2CCC(C)CC2)c(=O)oc2ccccc12 (centres undefined)	-17	0.3	-2	-1	-9	14	1	0	-17	-6
Cc1sc(NC(=O)CN(Cc2ccccc2)C(=O)C(C)C)c(C(N)=O)c1C	17	1.7	-6	-3	-17	-2	2	-1	-5	-12
CSc1nc(-c2ccccc2)nn1S(=O)(=O)c1ccc(Cl)cc1	-10	-1.9	9	·	0	-19	3	3	-3	-6
CCOC(=O)C1CCN(S(=O)(=O)c2c[nH]c(=O)[nH]c2=O)CC1	-5	-1.9	2	2	-5	-17	4	0	0	-3
CC(c1ccccc1)n1cc(C(=O)NCc2ccccn2)nn1 (centres undefined)	16	-0.6	-3	·	3	-27	-1	-1	-7	-16
Cc1cc(C)n(C)c(=O)c1C#N	2	-0.2	-1	-1	3	-4	-1	-2	1	-4
CC(C)C(=O)N=c1sc2cc(F)cc(F)c2n1C	-25	-0.1	-1	4	·	-18	3	·	-3	2
CCOc1ccc(S(=O)(=O)N2CCC(C(=O)N3CCOCC3)CC2)cc1Cl	13	2.0	-4	-1	-7	-5	0	·	2	-17
O=C(Cc1cccs1)NC1CCCC1	-7	-2.1	2	0	-7	-14	-3	-3	3	-10
CC(C)[C@H](NC(=O)OC(C)(C)C)c1nnc(S(=O)(=O)Cc2c(F)cccc2Cl)o1	-38	1.0	1	-3	-98	-22	4	1	-11	-12
O=C(COc1ccc2c(c1)OCO2)Nc1cccc(F)c1	-17	-1.9	-2	?	78	·	0	0	2	-1
COc1cccc(C(=O)Cn2c(=N)n(C)c3ccccc32)c1	6	1.5	0	·	7	-9	1	-1	9	-11
C#CCSc1nnc(-c2sc3ccccc3c2Cl)o1	-16	-2.5	-5	·	54	-12	7	0	-20	-10
CC(C)(C)CN1CCN(CCCc2ccccc2)C(CCO)C1 (centres undefined)	-17	-0.5	5	2	0	-14	1	1	2	-12
CCCCCCSc1cccc(-c2nc3ccc(Cl)cn3c2NCCCC)c1	-1	1.0	-1	-1&-1	-5	35	0	·	3	-13
Cc1cc(C)c(S(=O)(=O)CCC(C)C)c(=O)[nH]1	-2	1.4	1	0	-13	15	0	16	3	-14
Cc1ccc(S(=O)(=O)N2CCOCC2)cc1NC(=O)COC(=O)c1ccc2c(c1)OCCO2	5	0.9	-2	-1	7	23	-4	-1	-2	-2
COc1ccc(NC(=O)CCN2CCC(C)CC2)cc1	18	·	2	-4	0	-11	-2	-4	-7	-3
COc1ccc(-c2oc3cc(OC)c(O)c(OC)c3c(=O)c2OC)cc1O	-44	1.2	-2	-1	·	53	-6	·	6	-5

(list continues)
SMILES	HTR5A inv ag	CDK5 p35 inh	HTR5A ag	Wnt act	MITF act	SR-BI DiI inh	V-ATPase pHluor	NSD2 HMT inh	dFosB act	PvdQ inh
O=c1c2[nH]c3ccc(F)cc3c2ncn1CC1CCCO1 (centres undefined)	-1	-1.2	0	11	12	3	3	0	-5	-11
O=C1C2CCCCC2C(=O)N1c1ccc(S(=O)(=O)Nc2ncccn2)cc1 (centres undefined)	-3	-1.3	0	0	15	-26	1	1	6	6
O=C(CC1NC2CCCCC2NC1=O)Nc1cccc(C(F)(F)F)c1 (centres undefined)	-16	-0.2	6	-6	·	-12	-6	-1	-2	6
Cc1ccc(C)c(N(CC(=O)NCc2ccco2)C(=O)CNS(=O)(=O)c2ccccc2)c1	2	-0.3	-1	-2	5	13	-3	6	0	-11
CCOc1ncccc1C(=O)OC(C)C(=O)Nc1ccc(Cl)cn1 (centres undefined)	-14	-0.4	5	?	0	3	-4	-2	-10	-4
CCO[C@@H]1OC(C(=O)NC2CC2)=C[C@H](C(C)(C)C)[C@H]1CCCO	-5	1.7	6	0	2	-10	-3	·	-2	-11
CC(C)CCNC(=O)COc1ccc2c3c(c(=O)oc2c1)CCC3	6	1.8	-2	·	-2	-19	8	-1	-5	-10
Nc1ccc2c(c1)N1CCN=C1S2	3	0.3	3	·	6	-22	-6	0	-6	-18
COc1cc2sc3ccc(-c4ccc(CN5CCOCC5)cc4)cc3c(=O)c2cc1OC	-12	-3.1	1	22	-4	71*	2	·	-3	-10
COc1cc(C(=O)NNC(=O)C2CC=CCC2C(=O)O)cc(OC)c1OC (centres undefined)	-43	-1.2	5	1	7	-18	13	-2	3	-6
COc1ccc(OC)c(NC(=O)CSc2nnc(CCCO)n2-c2ccccc2)c1	12	-0.1	-1	·	2	-9	3	-1	4	-3
O=C(c1cccn(Cc2cccc(Cl)c2)c1=O)N1CCOCC1	-19	-0.6	-2	-5	·	-19	0	-2	7	-10
O=C(NNC1=C(C(=O)C(F)(F)F)CCC1)c1ccc(Cl)cc1	-2	1.0	3	16	-18	93*	-2	2	-1	2
CSCC(=O)Nc1nc(-c2ccc3c(c2)OCCO3)cs1	-8	-1.1	3	13	44	20	-4	2	-9	2
CC1Cc2ccccc2N1CC(=O)Nc1cccc(S(N)(=O)=O)c1 (centres undefined)	10	-1.3	-4	0	-5	11	-1	4	0	10
O=C(O)CCC1OC(=O)C(O)=C1c1ccccc1 (centres undefined)	-26	-0.7	0	-1	-2	-5	2	·	-1	-11
CCCc1cc(N2CCCC2)n2nc(C)c(-c3ccccc3)c2n1	-1	0.6	0	-6	·	78*	6	7	-7	-9
C/C(N)=C(/C#N)C(=O)CSc1nnc(NC(C)C)s1	5	-3.0	1	22	58	-8	2	·	-3	-16
CCOC(=O)c1c(NC(=O)COC(=O)C2CC2C)sc(C)c1C (centres undefined)	0	-0.4	0	-1	-2	-13	5	1	-11	-2
Nc1ccc(C(=O)Nc2ccc3nc(-c4cccnc4)[nH]c3c2)cc1	3	-0.5	-1	·	4	23	-1	1	2	6

Bioassay records (PubChem BioAssay)
